RGS4 act: RGS4 potentiation or activation | HEK293 M3R/inducible RGS4, carbachol calcium flux Fluo4; active compounds read low | B-score at 10 µM | hit rate 0.92% among 310,000;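 active = B-score of the integrated calcium signal more than 4 SD below the library mean, with starting fluorescence not abnormally high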;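 also: negative B-score means reduced calcium response which marks RGS4 activation or potentiation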
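Reagent: ECmax carbachol challenge; Test system: M3R-expressing HEK293 line, RGS4 induced by doxycycline; Schedule: overnight RGS4 induction, 30 min dye load 37 °C, 20 min compound RT; Detection: calcium dye Fluo4 fluorescence; Read-out: Agonist-evoked peak-minus-minimum fluorescence over baseline, integrated ratio, B score.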
TRPC6 activator: activators of mouse TRPC6 channel; AID 2550; Q61143; HEK293-TRPC6 membrane potential dye fluorescence; active compounds read high; hit rate 0.13% among 310,000; B-score at 10 µM;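 active = B-score of the integrated fluorescence ratio above library mean plus 3 SD, and starting fluorescence ratio within library mean plus 5 SD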;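 also: higher score means more depolarization so channel activation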
MrgX1 agonist: activates human MrgX1 receptor signaling; Q96LB2; MrgX1-HEK293 cells, Fluo-4 calcium fluorescence, agonist mode; active compounds read high; B-score at 10 µM; hit rate 0.44% among 310,000; AID 588627;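 active = calcium response B-score plate-corrected fluorescence ratio at least 3 library SD, with starting fluorescence B-score inside 5 SD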
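Material: MrgX1-expressing HEK293 cells / Dosing: compound as first of three additions / Incubation: overnight seeding, then 1 h dark dye loading / Signal: Fluo-4 NW calcium fluorescence / Evaluation: B-scored fluorescence response ratio / Benchmarks: positive and negative control wells on each plate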
HIF activator: HIF pathway transcriptional activation; U2OS HRE-luciferase reporter, luminescence; normalized: DMSO 0%, desferrioxamine 100%; activation, % at 7.5 µM (by protocol); hit rate 0.32% among 300,000;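 active = mean activation of at least 10% of the iron chelator positive control signal, with at least half of replicates also reaching 10%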
SKKanGAS inh: blocks kanamycin growth of S. pyogenes SKKanGAS strain; hit rate 1.3% among 300,000; BacTiter-Glo, 6 h; inhibition, % at 7.5 µM; AID 1662;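 active = mean replicate score, as percent of positive control median, at least 50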;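 also: strain carries kanamycin resistance gene driven by streptokinase promoter and grows in 40 µg/ml kanamycin; loss of luminescence reflects streptokinase promoter inhibition or plain growth inhibition; 0% = median of DMSO wells and 100% = positive control at its reference dose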
TRPC4 inh: blocks the mouse TRPC4 cation channel | Q9QUQ5 | HEK293 TRPC4beta/mu-opioid, DAMGO-evoked Fluo4 calcium flux; active compounds read low | B-score at 10 µM | hit rate 0.39% among 300,000;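 active = B-score over 3 SD under the library average, no early fluorescence shift, positive overall ratio signal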
Target sequence (Q9QUQ5 whole entry, looked up): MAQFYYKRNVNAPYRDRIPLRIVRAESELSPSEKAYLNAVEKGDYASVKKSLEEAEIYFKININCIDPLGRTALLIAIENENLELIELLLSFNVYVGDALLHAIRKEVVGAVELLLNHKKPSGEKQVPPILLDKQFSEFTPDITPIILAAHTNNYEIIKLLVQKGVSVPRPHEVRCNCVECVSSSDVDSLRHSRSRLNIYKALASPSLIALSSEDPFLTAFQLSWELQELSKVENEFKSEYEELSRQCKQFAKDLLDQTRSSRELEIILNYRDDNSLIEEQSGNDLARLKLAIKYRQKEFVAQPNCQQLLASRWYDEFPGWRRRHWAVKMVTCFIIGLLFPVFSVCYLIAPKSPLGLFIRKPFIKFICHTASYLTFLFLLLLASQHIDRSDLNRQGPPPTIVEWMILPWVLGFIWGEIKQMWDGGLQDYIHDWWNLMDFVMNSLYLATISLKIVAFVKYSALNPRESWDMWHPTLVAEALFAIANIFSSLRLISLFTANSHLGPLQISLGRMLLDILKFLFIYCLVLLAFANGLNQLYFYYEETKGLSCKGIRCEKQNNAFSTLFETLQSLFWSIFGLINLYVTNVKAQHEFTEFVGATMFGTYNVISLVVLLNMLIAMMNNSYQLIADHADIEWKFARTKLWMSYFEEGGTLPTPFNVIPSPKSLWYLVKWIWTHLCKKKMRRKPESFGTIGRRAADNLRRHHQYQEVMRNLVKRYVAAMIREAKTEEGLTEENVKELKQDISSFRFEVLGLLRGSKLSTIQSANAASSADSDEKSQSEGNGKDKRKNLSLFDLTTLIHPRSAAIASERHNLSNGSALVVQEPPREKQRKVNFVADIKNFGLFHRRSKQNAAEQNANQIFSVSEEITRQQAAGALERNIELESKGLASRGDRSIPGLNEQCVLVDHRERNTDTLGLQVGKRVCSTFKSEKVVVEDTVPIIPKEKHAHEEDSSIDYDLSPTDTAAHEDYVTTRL
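Test system – stable TRPC4beta/mu-opioid receptor HEK293 cells · Probe or stimulus – DAMGO, a submaximal dose followed by a maximal one · Dosing – one concentration per compound · Signal – Fluo4 calcium fluorescence by kinetic imaging, 5 s 1 Hz baseline · Evaluation – per-well B score of integrated baseline-normalized Fluo4 ratio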
TRPC6 inh: blocks the mouse TRPC6 cation channel; Q61143; HEK293-TRPC6, membrane potential dye, ACh-evoked depolarization; active compounds read low; B-score at 10 µM; hit rate 1.1% among 310,000;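 active = B-score under library mean minus 3 SD, initial fluorescence not abnormally high, positive integrated signal ratio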;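 also: B-score derived from integrated fluorescence ratio over the kinetic read; more negative B-score means stronger inhibition of depolarization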
MrgX1 antagonist: blocks BAM8-22 activation of human MrgX1 receptor. AID 588676. B-score at 10 µM. hit rate 1.3% among 310,000. Q96LB2. MRGX1-HEK293 calcium flux, Fluo-4, BAM8-22 antagonism; active compounds read low;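 active = calcium-response B-score plate-corrected more than 3 library SD below zero, starting fluorescence within 5 deviations, no agonist response on first addition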;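 also: peak minus trough fluorescence over baseline after final BAM8-22 challenge near maximal dose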
MrgX1 PAM: human MrgX1 positive allosteric modulation, primary screen; Q96LB2; MrgX1-HEK293, Fluo-4 calcium flux, FDSS; active compounds read high; B-score at 10 µM; hit rate 0.63% among 310,000; AID 588675;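 active = plate-corrected calcium response at least 3 library SD above typical, normal starting fluorescence, not activating the receptor alone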;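 also: compound read alongside a low EC10 to EC30 dose of BAM8-22 agonist; peak minus trough fluorescence over baseline measured at the second addition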
Platelet DG rel: modulates dense granule release in human platelets. hit rate 0.22% among 300,000. AID 1663. inhibition, %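 (compounds screened at 7.5 µM in platelet-rich plasma)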. human platelet-rich plasma, SFLLRN dense granule ATP release, luminescence;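 active = mean replicate score, as percent of positive control, at or above 50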
RGS4 block: inhibitors of human RGS4; P49798; HEK293 M3R/RGS4 inducible, Fluo-4 calcium flux; active compounds read high; triggered by carbachol at its EC20; B-score at 10 µM; hit rate 0.45% among 310,000; AID 463165;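 active = B-score, a plate-corrected calcium signal, over three deviations above library mean, with baseline fluorescence within five deviations of library mean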;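 also: RGS4 expression induced by doxycycline in cells with stable M3 receptor; B-score is computed from the integrated fluorescence ratio over baseline after carbachol; higher B-score means a larger calcium signal and so more RGS4 inhibition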
Numbers without * were called inactive; i = inactive; / = no result given.

SMILES | RGS4 act | TRPC6 activator | MrgX1 agonist | HIF activator | SKKanGAS inh | TRPC4 inh | TRPC6 inh | MrgX1 antagonist | MrgX1 PAM | Platelet DG rel | RGS4 block
CCn1ncc(C2=NOC(C(=O)N3CCN(c4ccccc4)CC3)C2)c1C (centres undefined) | i | i | i | -0.7 | -3 | i | i | i | i | 2 | i
Cc1nc(CC(C)C)cc(C(=O)N2CCCC(Nc3ccc(C)c(C)c3)C2)n1 (centres undefined) | i | i | i | -0.2 | -2 | i | i | i | i | 19 | i
CCN1CCN(c2ccc(S(=O)(=O)N3CCCCC3)cc2NC(=O)c2cccc(C(F)(F)F)c2)CC1 | i | i | i | -0.7 | 2 | i | i | i | i | 10 | i
CCCn1nnc(NC(=O)c2ccc(OC)cc2)n1 | i | i | i | 1.4 | -3 | i | i | i | i | 0 | i
COCc1cc(C)n(CC(=O)Nc2ccccc2OC)c(=O)c1C#N | i | i | i | 1.0 | 0 | i | i | i | i | -3 | i
COc1ccccc1NC(=O)CNC(=O)c1ccc(F)cc1 | i | i | i | 0.1 | -6 | i | i | i | i | 10 | i
CC(C)c1nnc(NC(=O)CCC(=O)NCc2ccccc2Cl)s1 | i | i | i | 0.2 | 2 | i | i | i | i | 5 | i
Cc1ccc(-c2c(=O)n(O)c3ccccc3[n+]2[O-])cc1 | i | i | i | 0.2 | -5 | i | i | i | i | 3 | i
Cc1ccc(-n2c(C)cc(C(=O)CSc3n[nH]c(N)n3)c2C)cc1 | i | i | i | 2.4 | 1 | i | i | i | i | -1 | i
CNC(=O)c1ccsc1NC(=O)CN1C(=O)CCC1=O | i | i | i | -0.5 | -2 | i | i | i | i | -3 | i
O=C(NC1CCCCC1)c1noc2c1CCCCC2 | i | i | i | 0.4 | -6 | i | i | i | i | -10 | i
Cc1cc(C)c(S(=O)(=O)NCC2CCC(C(=O)NCc3ccccn3)CC2)c(C)c1 (centres undefined) | i | i | i | 0.2 | -4 | i | i | i | i | 0 | i
CC1CCN(S(=O)(=O)c2cccc(C(=O)Oc3ccc([N+](=O)[O-])cc3)c2)CC1 | i | i | i | 1.0 | 8 | i | i | i | i | -9 | i
C/C(=N\NC(=O)c1cccc(Br)c1)c1cccc(NC(=O)c2ccc(C)o2)c1 | i | i | i | 0.2 | 16 | i | i | i | i | 10 | i
CC1CCC/C(=N\NC(=S)NCc2ccccc2)C1 (centres undefined) | i | i | i | 0.3 | 1 | i | i | i | i | -1 | i
CSc1ccc(C2C(C#N)=C(N)N(c3ccccc3)C3=C2C(=O)CCC3)cc1 (centres undefined) | i | i | i | -0.2 | 3 | i | i | i | i | 7 | i
COc1cc(/C=N/N(C)S(=O)(=O)c2ccc(C)cc2)cc([N+](=O)[O-])c1O | i | i | i | 0.1 | 4 | i | i | i | i | 8 | i
O=[N+]([O-])c1cccc(-c2ccc(C(=S)N3CCN(c4ccccc4)CC3)o2)c1 | i | i | i | 0.2 | 0 | i | i | i | i | -1 | i
Cn1cnnc1SCC(=O)c1ccco1 | i | i | i | 0.4 | -11 | i | i | i | i | -7 | i
Cc1cc(/C=N/NC(=O)c2cc3ccccc3o2)c(C)n1C | i | i | i | / | 9 | i | i | i | i | -2 | i
CCOC(=O)C1(Cc2cccc(Cl)c2)CCCN(C(=O)c2ccnn2C)C1 (centres undefined) | i | i | i | 3.3 | -1 | i | i | i | i | 2 | i
COc1ccc(NS(=O)(=O)c2cccc(C(=O)NCc3ccccn3)c2)cc1 | i | i | i | -0.1 | -3 | i | i | i | i | -19 | i
CC(=O)Nc1ccc(S(=O)(=O)N2CCC(C(=O)c3ccc(Cl)cc3)CC2)cc1 | i | i | i | 0.0 | -3 | i | i | i | i | -2 | i
Cc1ccccc1C(=O)NCCc1nnc(SCC(=O)Nc2nc(-c3ccccc3)cs2)n1C | i | i | i | 0.4 | -7 | i | i | i | i | -6 | i
COc1cc(-c2nc3ccccn3c2NCc2ccccc2)ccc1SC1CCCCC1 | i | i | i | -7.6 | 28 | i | i | i | i | -9 | i
COC(=O)c1cc(S(=O)(=O)N2CCN(c3ccc(C(C)=O)cc3)CC2)c[nH]1 | i | i | i | -0.2 | -5 | i | i | i | i | -8 | i
COc1ccc(-c2cc3c(=O)n(CC(=O)N4CCN(C)CC4)ncn3n2)cc1 | i | i | i | 0.8 | -4 | i | i | i | i | 0 | i
CCn1cc(C(c2ccccc2)C(C(C)=O)[N+](=O)[O-])c2ccccc21 (centres undefined) | i | i | i | -0.6 | 7 | i | i | i | i | -14 | i
CCCn1c2c(c(O)c(C(=O)Nc3ccccc3)c1=O)CCCC2 | i | i | i | -0.5 | 28 | i | i | i | i | 10 | i
C=CCN=C1CC(C)(C)CC(=O)/C1=C(\O)CCCN1C(=O)c2ccccc2C1=O | i | i | i | 1.2 | -4 | i | i | i | i | 2 | i
CN1CCN(C(=O)c2ccc3c(c2)N(Cc2ccc(Cl)cc2)C(=O)c2ccccc2S3=O)CC1 (centres undefined) | i | i | i | 0.2 | 4 | i | i | i | i | -16 | i
S=C(NCCNCc1ccccc1)NC1CCCCC1 | i | i | i | -0.5 | 22 | i | i | i | i | -3 | i
COc1ccc(C(=O)CSc2nnc(-c3ccco3)n2C)cc1 | i | i | i | -0.2 | 3 | i | i | i | i | 4 | i
N=c1n(CCN2CCCC2)c2ccccc2n1CC(O)c1ccco1 (centres undefined) | i | i | i | 1.0 | -4 | i | i | i | i | 0 | i
COc1ccc(/C=C/CN2CCC(Oc3ccc(C(=O)N4CCCCC4)cc3)CC2)cc1 | i | i | i | -0.3 | 27 | i | i | i | i | 3 | i
COc1ccc(NC(=S)N2CCCC(c3nc4ccc(C)cc4[nH]3)C2)c(OC)c1 (centres undefined) | i | i | i | -1.3 | -15 | i | i | i | i | 2 | i
Cc1cccc(NC(=S)NC(=O)C2CC2)c1 | i | i | i | 1.5 | 2 | i | i | i | i | -6 | i
CCC(CC)C(=O)NCc1ccc(Cl)cc1 | i | i | i | 0.2 | -2 | i | i | i | i | -4 | i
Cc1oc(=O)c(NC(=O)c2ccc(Cl)cc2)cc1C(=O)c1ccccc1 | i | i | i | 2.4 | 0 | i | i | i | i | 4 | i
COc1ccc(Cl)cc1Nc1cc(C)nc2ccccc12 | i | i | i | 0.5 | 6 | i | -5.4* | i | i | -16 | i

Look-ups from the list.
Under Platelet DG rel, COc1ccc(Cl)cc1Nc1cc(C)nc2ccccc12 is entered as -16
Under HIF activator, CN1CCN(C(=O)c2ccc3c(c2)N(Cc2ccc(Cl)cc2)C(=O)c2ccccc2S3=O)CC1 (centres undefined) is entered as 0.2

The list goes on:
SMILES | RGS4 act | TRPC6 activator | MrgX1 agonist | HIF activator | SKKanGAS inh | TRPC4 inh | TRPC6 inh | MrgX1 antagonist | MrgX1 PAM | Platelet DG rel | RGS4 block
COc1ccc(N(CC(=O)Nc2ccccc2F)S(=O)(=O)c2ccc(C)c([N+](=O)[O-])c2)cc1 | i | i | i | -0.2 | 6 | i | i | i | i | 0 | i
CCOc1cc(/C=N/NC(=O)CSc2nncn2C)ccc1OCc1cccc(C)c1 | i | i | i | -0.3 | -5 | i | i | i | i | -17 | i
CCCCCCCCCCOC(=O)Cn1c(COc2ccccc2)[n+](C)c2ccccc21 | -9.3* | i | i | 0.9 | 81* | i | i | -10* | i | 1 | i
COc1ccc(NC(=O)CCC(=O)c2cccs2)cc1S(=O)(=O)Nc1ccc(Cl)cc1 | i | i | i | 1.1 | 4 | i | i | i | i | 2 | i
CC(NC(=O)c1cc(-c2ccccc2)on1)c1ccccc1 (centres undefined) | i | i | i | 0.1 | / | i | i | i | i | 10 | i
O=c1c2c(nc3cc(-c4ccccc4)[nH]n13)CCS2 | i | i | i | 2.2 | -4 | i | i | i | i | 0 | i
COc1ccccc1N1CCN(C(=O)c2ccc3c(c2)CCN3S(C)(=O)=O)CC1 | i | i | i | -0.1 | -3 | i | i | i | i | -4 | i
Cc1ccc(C(=O)N/C(=C/c2ccc(-c3ccc(Br)cc3)o2)C(=O)NC2CCS(=O)(=O)C2)cc1 (centres undefined) | i | i | i | -0.3 | 6 | i | i | i | i | -2 | i
CCCCc1nc2cc(C(=O)NC3CCOC(C)(C)C3)ccc2o1 (centres undefined) | i | i | i | 0.2 | -4 | i | i | i | i | -2 | i
Cc1nnc(NC(=O)CSc2ccc(-c3ccco3)nn2)s1 | i | i | i | -0.7 | 6 | i | i | i | i | -1 | i
CCOc1ccc2ccccc2c1/C=N/NC(=O)CNC(=O)c1ccccc1O | i | i | i | -0.4 | 2 | i | i | i | i | -1 | i
Cc1ccc(OCC(=O)N/N=C/c2ccco2)cc1 | i | i | i | -0.4 | -5 | i | i | i | i | -7 | i
C=CCSc1nc2c(c(=O)[nH]c(=O)n2C)n1Cc1ccccc1 | i | i | i | -0.2 | -11 | i | i | i | i | -2 | i
COc1ccc(CN2CCCC2C(=O)Nc2ccc(OC)c(OC)c2)cc1OC (centres undefined) | i | i | i | 0.0 | 1 | i | -5.7* | i | i | 15 | i
O=C(/C=C/c1ccc2c(c1)OCO2)NCc1ccncc1 | i | i | i | -0.1 | -1 | i | i | i | i | 0 | i
O=C(CSc1nc2ccccc2c2c1CCCC2)N1CCOCC1 | -9.3* | i | i | -0.3 | 0 | i | i | i | 19* | 21 | i
Cc1ccccc1NC(=O)Cc1nc(COC(=O)c2cccc(C)c2O)cs1 | i | i | i | -0.8 | -1 | i | i | i | i | 11 | i
Cc1ccc(OC(=O)c2sc3ncn(C)c(=O)c3c2C)cc1 | i | i | i | 2.8 | 78* | i | i | i | i | 4 | i
O=C(CCNC(=O)c1ccc(Br)cc1)NCCCSc1ccccc1 | i | i | i | -0.4 | -18 | i | i | i | i | -4 | i
COc1ccc(C(=O)NCc2nnc(SCC(=O)N3CCCc4ccccc43)o2)cc1OC | i | i | i | 0.3 | -6 | i | i | i | i | 8 | i
Cc1ccc(-n2c(C)cc(C(=O)COc3c(CO)cc(F)cc3CO)c2C)cc1C | i | i | i | -0.2 | 3 | i | i | i | i | -2 | i
O=C(CN1C(=O)c2ccccc2C1=O)N1CCCCC1 | i | i | i | 0.1 | 0 | i | i | i | i | -9 | i
